IL1B cytotox – toxic to HUVEC cells under IL-1B stimulation; 94,000 compounds, 0.41% hits; HUVEC cell count loss, Hoechst imaging, IL-1B stimulated; cell count reduction, % at 2 µM;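 active = cell count reduction more than 3 SD above the screen-wide mean, cut at about 70% in these data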;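 also: normalized per plate to untreated control cells as the no-loss baseline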
Plk1 PBD FP – blocks phosphopeptide binding to human Plk1 polo box domain; Plk1 PBD phosphopeptide binding, fluorescence polarization; P53350; inhibition, %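 (tested at about 20 µM)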; 97,000 compounds, 0.13% hits; in the data active = inhibition above about 34%, passing the limit was not always enough
Target sequence (P53350 whole entry, looked up, the tested form may be a part): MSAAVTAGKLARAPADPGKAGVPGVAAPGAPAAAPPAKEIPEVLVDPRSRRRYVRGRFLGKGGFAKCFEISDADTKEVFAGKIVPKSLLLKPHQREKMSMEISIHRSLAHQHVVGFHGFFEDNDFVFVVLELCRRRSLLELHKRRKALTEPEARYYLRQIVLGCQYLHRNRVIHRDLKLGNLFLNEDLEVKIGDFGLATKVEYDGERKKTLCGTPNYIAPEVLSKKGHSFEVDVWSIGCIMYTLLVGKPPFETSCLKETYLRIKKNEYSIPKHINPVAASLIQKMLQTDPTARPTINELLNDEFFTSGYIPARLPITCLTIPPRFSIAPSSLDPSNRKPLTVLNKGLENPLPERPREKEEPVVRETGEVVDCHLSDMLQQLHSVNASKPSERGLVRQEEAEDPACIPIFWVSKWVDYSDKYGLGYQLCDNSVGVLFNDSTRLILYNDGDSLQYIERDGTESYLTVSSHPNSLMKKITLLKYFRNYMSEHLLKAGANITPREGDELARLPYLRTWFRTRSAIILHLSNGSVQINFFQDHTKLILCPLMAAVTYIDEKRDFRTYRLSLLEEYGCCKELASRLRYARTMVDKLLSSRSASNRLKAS
PLK1 kinase inh – inhibitors of human PLK1 kinase; inhibition, % at 10 µM; recombinant PLK1 kinase, TR-FRET peptide phosphorylation; P53350; 97,000 compounds, 0.53% hits; AID 619;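 active = inhibition of 50% or more in the single-concentration screen; inactive = inhibition below 50%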;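 also: 0% = DMSO max control and 100% = H-89 dihydrochloride min control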
E coli WT exp – E. coli BW25113 growth inhibition, expanded screen; OD600 absorbance; growth inhibition, % at 100 µM; 98,000 compounds, 0.15% hits;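 active = growth inhibition above about 50% at one test dose, limit read from the data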;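 also: growth measured after 20 h incubation at 37 °C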
VCAM1 TNFa inh – reduces TNF alpha induced VCAM1 expression in HUVEC | HUVEC TNFa-induced VCAM-1 immunofluorescence, high-content imaging | AID 802 | inhibition, % at 2 µM | 95,000 compounds, 0.48% hits;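 active = inhibition above the batch mean plus 3 SD, with images confirmed as a hit by eye, cut at about 37% in these data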;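 also: 0% = TNF-stimulated DMSO wells and 100% = unstimulated control wells; not every result past the cut was called active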
sEH inhibitor – blocks human soluble epoxide hydrolase activity; P34913; recombinant human sEH enzymatic activity assay; inhibition, % at 2 µM; 91,000 compounds, 0.34% hits; in the data active = inhibition above about 80%; also: values of inactives mirror those of a sister screen read the other way; many of its hits are not listed in these tables
DAT uptake mod – modulates human dopamine transporter uptake under cocaine | Q01959 | LLC-PK1 hDAT cells, [14C]-dopamine uptake with cocaine IC80; actives deviate in either direction | B-score at 10 µM | 110,000 compounds, 1.3% hits;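 active = Z score or B-score, a plate-position-corrected score, falls beyond the plate's 99.7% confidence bounds, in either direction; inactive = both scores lie inside the 99.7% bounds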;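 also: scored against the spread of the other compound wells on the same plate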
cytoskel mod – modifiers of cytoskeleton assembly; AID 836; 91,000 compounds, 0.18% hits; inhibition, % at 2 µM; HUVEC TNFa F-actin phalloidin imaging, high content;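 active = inhibition above the batch mean plus 3 SD and confirmed as a hit by visual image inspection, cut at about 30% in these data, passing the limit was not always enough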; also: strong numbers were not always called active
HUVEC tox TNFa – toxic to HUVEC cells under TNF alpha stimulation; HUVEC TNFalpha-stimulated, Hoechst cell count, imaging; cell count reduction, % at 2 µM; 93,000 compounds, 0.17% hits; AID 848;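 active = cell count reduction exceeding the screen mean by over 5 SD, scaled to untreated wells per plate, cut at about 78% in these data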;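 also: cells counted after 24 h of TNF alpha exposure following the 1 h pretreatment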
* marks the source's active call; other numbers are inactive results; / = no result given; & = joins results of further samples.

SMILES	IL1B cytotox	Plk1 PBD FP	PLK1 kinase inh	E coli WT exp	VCAM1 TNFa inh	sEH inhibitor	DAT uptake mod	cytoskel mod	HUVEC tox TNFa
COc1cc2c(cc1OC)C(C)N(C(=O)c1cc3n(n1)C(C(F)(F)F)CC(c1ccco1)N3)CC2 (stereo unspecified)	-24	-5	3	8	-1	-6	2.2	2	8
O=C(NCCc1ccccc1)c1ccc(Br)o1	-13	-9	-8	9	-22	4	-0.34	-4	-12
NC(=O)c1nsc(C(=O)N(CC(=O)NCc2ccc3c(c2)OCO3)C2CCCCC2)c1N	-8	-30	-13	5	-41	-1	0.66	-19	-17
Oc1ccccc1/C=N/n1cnnc1	-16	19	0	10	-17	-12	-0.11	-24	3
COc1ccc(Cl)c(Cn2c(NCc3ccco3)nc3c2c(=O)n(C)c(=O)n3C)c1	-28	-16	-10	4	-10	6	0.27	-11	-4
Cc1ccc2nc(SCC(=O)Nc3cc(C(F)(F)F)ccc3N3CCOCC3)[nH]c2c1	34	-1	-5	-3	91*	5	-0.24	10	54
CCCCCC(=O)NC(NC(=S)N1CCOCC1)C(Cl)(Cl)Cl (stereo unspecified)	-14	-11	-2	/	0	22	-1	11	-14
CCOC(=O)CCCCC(=O)c1[nH]c(=O)[nH]c1CSc1nc(C)cc(C)n1	-22	23	-2	-8	-3	6	0.57	-5	-21
CCC(c1nnnn1CCc1ccccc1)N(Cc1ccco1)Cc1cc2cc(C)cc(C)c2[nH]c1=O (stereo unspecified)	-132	-9	-9	-6	3	-4	0.3	-20	-14
Cc1ccc(S(=O)(=O)N=Nc2c(O)[nH]c3ccccc23)cc1	-57	34	-24	11	4	4	0.0022	0	-18

Ordered by the number under VCAM1 TNFa inh (ascending): 3 from the list above.
smiles | Plk1 PBD FP | PLK1 kinase inh | VCAM1 TNFa inh | sEH inhibitor | DAT uptake mod | cytoskel mod
NC(=O)c1nsc(C(=O)N(CC(=O)NCc2ccc3c(c2)OCO3)C2CCCCC2)c1N | -30 | -13 | -41 | -1 | 0.66 | -19
O=C(NCCc1ccccc1)c1ccc(Br)o1 | -9 | -8 | -22 | 4 | -0.34 | -4
CCOC(=O)CCCCC(=O)c1[nH]c(=O)[nH]c1CSc1nc(C)cc(C)n1 | 23 | -2 | -3 | 6 | 0.57 | -5

Later entries
SMILES	IL1B cytotox	Plk1 PBD FP	PLK1 kinase inh	E coli WT exp	VCAM1 TNFa inh	sEH inhibitor	DAT uptake mod	cytoskel mod	HUVEC tox TNFa
CCNC(=O)NC(=O)C(C)OC(=O)c1cc(S(=O)(=O)N2CCCCCC2)ccc1OC (stereo unspecified)	-12	-2	-25	-4	6	0	0.44	-2	-15
CCOc1ccccc1NC(=O)c1ccoc1C	8	10	-14	-13	3	1	-1.1	6	-1
O=C(CSc1ncc(-c2ccc(F)cc2)[nH]1)Nc1cccc(O)c1	-20	10	30	11	-6	6	-0.58	26	-20
CC(C)Oc1ccccc1-c1nc(SCC(=O)O)n[nH]1	-10	-3	-13	-3	-8	-14	-0.88	-7	-7
O=C(O)CCCCCNS(=O)(=O)c1c(Cl)cccc1Cl	/	-39	-19	-4	6	/	-0.28	18	-17
COc1ccc(OC)c(-c2c[n+](=O)c3c(n2[O-])CCCC3)c1	-31	-27	-12	-1	-3	/	-1.7	31	-10
COc1ccc(N2C(=O)C(Cl)=C(N3CCCC3)C2=O)cc1	-37	26	-14	-3	5	4	0.16	-12	10
O=S(=O)(c1ccc(Oc2ccc(Br)cc2F)nc1)N1CCCCC1	-44	-30	-21	-1	/	-8	0.13	/	/
CC1CCCCN1C(=O)C12CCC(C)(/C(=N/O)C1)C2(C)C (stereo unspecified)	18	-11	16	7	2	-6	-0.3	-7	16
Cc1cccc(OCCCC(=O)NC(C)C)c1	24	0	-11	2	14	8	0.18	6	-34
COc1ccc(C)cc1NC(=O)CN(c1ccccc1)S(C)(=O)=O	-12	0	-9	-9	20	/	-0.00084	14	-32
CC(C)Nc1nc(NC(C)C)nc(Oc2ccc(/C=N/O)cc2)n1	-2	13	-5	5	12	-4	0.42	13	-7
Cc1cccc2cc(/C=N/NC(=O)CN3CCOCC3)c(Cl)nc12	-23	12	2	3	-3	10	/	-29	-10
CCOC(=O)Oc1ccc2c(=O)c(Oc3cccc(C)c3)coc2c1	-70	16	-1	8	-8	8	1.7	-31	-30
CN(C)S(=O)(=O)CC12CCC(CC1=O)C2(C)C (stereo unspecified)	2	-20	-14	0	16	-4	-0.018	1	-9
COc1cc(C)ccc1OCCOc1cc(C)ccc1Cl	22	-24	-10	-2	/	-7	-0.069	/	/
OC(COc1c(Cl)cc(Cl)cc1Cl)CN1CCCCC1 (stereo unspecified)	-23	-1	54*	6	-6	9	-0.59	-14	-24
Cc1ccc(S(=O)(=O)Cc2ccc(C(=O)N3CCN(c4ccc(F)cc4)CC3)o2)cc1	5	-17	-8	0	-9	-16	1.4	-6	3
O=C(CSc1nnc(-c2ccncc2)n1Cc1ccccc1)Nc1nccs1	-5	17	14	6	12	-5	0.64	-2	5
CCC1C(=O)N=C(SCC(=O)Nc2ccc(C(=O)OC)cc2)NC1=O (stereo unspecified)	-6	18	1	-4	10	-6	0.077	10	43
O=C(O)c1cn(-c2ccccc2)c(=O)c2ccccc12	2	-11	6	2	-13	3	0.19	-4	10
O=C(Oc1ccc2ccc(=O)oc2c1)N1CCOCC1	-7	-11	-1	0	90*	-10	/	-29	79*
Cc1ccccc1NC(=O)C1CCN(c2cnccn2)CC1	19	-8	24	/	-6	-3	0.84	-4	22
Cc1cc(Nc2c(C)cccc2C)n2nc(C)nc2n1	-10	-22	-12	1	1	0	0.56	10	-8
CC(C)C(=O)Nc1ccc(NC(=O)c2cc3ccccc3o2)cc1	1	-7	-19	-1	34	-2	-0.95	-1	0
CC(C)(C)SCCNC(=O)CN1C(=O)c2ccccc2S1(=O)=O	-16	-10	-6	4	6	9	-0.23	-4	-11
CCCc1cc(=O)[nH]c(SCC(=O)c2c(N)n(C)c(=O)n(C)c2=O)n1	2	12	-9	-3	17	-5	-0.076	-18	-34
CCCCC(C(=O)O)C(C)CC(=O)Nc1ccn(-c2ccccc2)n1 (stereo unspecified)	2	-20	-10	1	-5	-10	1.3	6	-17
CCn1c(CNC(=O)C23CC4CC(CC(C4)C2)C3)nnc1SCC(=O)Nc1nnc(C)s1	1	18	-16	-4	-8	/	-0.62	4	-27
COc1ccc(-n2c(SCc3ccc(C#N)cc3)nnc2-c2ccccn2)cc1	-4	19	-13	-2	-4	0	1	-17	-12
CCn1c(SCC(=O)NNC(=O)c2ccc(C)cc2)nnc1-c1ccncc1	-4	-23	-7	/	6	1	1.2	-14	-14
NNC(=O)CN1C(c2ccc(Cl)cc2)=Nc2ccc(Br)cc2C1c1ccccc1 (stereo unspecified)	-82	6	0	9	-1	9	1.7	8	6
CC(=O)COc1ccc2c(C)c(C)c(=O)oc2c1	-14	15	-7	0	-14	-8	0.61	-40	13
COc1ccc(C(C)=O)c(OC(=O)c2ccco2)c1	-5	19	-2	4	13	-4	-0.27	-4	-25
O=C(OCC(=O)c1cccs1)C1=COCCO1	-11	-18	-5	9	25	3	1	-8	48
CCOC(=O)CC1C(=O)NCCN1C(=O)c1cc2c(=O)n3ccccc3nc2s1 (stereo unspecified)	0	-8	-5	-4	16	9	/	-10	-18
Cc1cc(-c2ccccc2)nc(N(C)NC(=O)c2c(F)cccc2F)c1S(C)(=O)=O	/	-2	-9	-11	-8	-6	-0.049	23	-18
CCN(C(=O)c1c(-c2ccccc2)noc1C)c1ccccc1	20	-10	-6	4	-11	-4	-0.18	-10	/
ONC=Nc1cccc2nonc12	-11	23	5	7	8	4	-0.8	34	-10
O=C(CN1C(=O)CCS(=O)(=O)c2ccccc21)NCc1ccccc1	-10	11	-10	-1	22	-9	-0.62	-8	-5
CCOc1ccc(-c2nnc(-c3cccs3)o2)cc1	1	12	-19	-14	25	4	-0.23	-17	14
COc1ccc(NC(=O)C2CCN(C(=O)NC3CCCCC3)CC2)c(OC)c1	-15	-4	1	-1	-3	5	0.48	8	-28
CCOc1ccccc1NC(=O)c1nc[nH]c1C(=O)Nc1ccccc1OCC	-23	8	-5	-7	10	14	-0.26	-33	-1
Cc1occc1-c1nnc(SCC(=O)Nc2ccccc2)n1CCc1ccccc1	-13	-12	5	4	-11	-8	1.8	4	-4
O=C(NCc1nc(-c2ccccc2)no1)c1cccs1	/	-3	-8	21	1	-4	0.65	-4	17
O=C(CN1CCOCC1)NCc1ccccc1	-30	-3	-6	5	12	6	/	10	-25
COCCNc1cc(C)c(C#N)c2nc3ccccc3n12	34	23	-10	-1	-12	2	-0.59	16	-17
Cc1ccc(-c2nnc(SCC(=O)Nc3nccs3)n2N)cc1	-29	-21	63*	/	3	-3	-0.098	-9	-6
O=C1CCCN1CCC1CCN(C(=S)Nc2ccc(F)cc2)CC1	-1	-7	-13	1	12	-1	-1.6	-2	0
Cc1ccc(OCCNC(=O)c2ccccc2N)cc1	-35	-4	7	1	16	0	-0.12	5	-27
(listing goes on)
SMILES	IL1B cytotox	Plk1 PBD FP	PLK1 kinase inh	E coli WT exp	VCAM1 TNFa inh	sEH inhibitor	DAT uptake mod	cytoskel mod	HUVEC tox TNFa
Nc1ccc(C(=O)N/N=C\c2cc(N=Nc3cccc4ccccc34)ccc2O)cc1	-27	-15	-12	-11	13	6	0.0086	-7	-7
Cc1cc(C(=O)Cn2nnc3ccccc3c2=O)c(C)n1Cc1cccs1	-14	3	-8	-10	-12	2	1.3	0	-27
CN(CC(=O)Nc1ccccc1N1CCOCC1)S(=O)(=O)c1ccc(Cl)cc1	4	1	-36	-4	20	-12	-0.049	2	-19
O=S(=O)(c1ccc(Cl)cc1)N1CCC(n2cnc3cc(C(F)(F)F)ccc32)CC1	-6	4	-4	/	3	5	1.8	-6	-31
CCOC(=O)CSc1nnc(-c2cccs2)n1-c1ccccc1	-22	-8	-7	4	14	9	-0.22	1	-33
O=C1c2cnc3nc(SCc4ccccc4)nn3c2CC2c3ccccc3CCN12 (stereo unspecified)	/	19	-7	2	3	-10	-0.22	10	-16
O=c1cc(N2CCN(c3cccc(Cl)c3)CC2)[nH]c(=O)n1C1CCCCC1	/	-30	-12	-11	/	-8	0.22	/	/
CCc1nc2ccccc2n1CC(=O)N1CCN(S(=O)(=O)c2cccc(C(F)(F)F)c2)CC1	37	-8	-2	1	-22	-10	0.069&-0.02	-17	-11
COc1cccc(OCC(O)CN2CCN(CCO)CC2)c1 (stereo unspecified)	-26	23	-11	3	-8	-12	0.55	-3	-18
COc1ccc(OC)c(C(C)NC(C)=O)c1 (stereo unspecified)	21	5	-12	1	13	1	1.5	-2	0
CN(C(=S)NC1=CCS(=O)(=O)C1)C1CCCCC1	-3	0	1	-6	20	24	-0.17	0	-26
CCCC(=O)Nc1cc(-c2nn(C)c(=O)c3ccccc23)ccc1OC	-40	7	-13	0	6	-7	0.011	3	11
N#Cc1nc(Cc2ccccc2)oc1N1CCC(C(N)=O)CC1	/	9	-12	7	/	-3	-0.6	/	/
CC1=C(C)CC(C(=O)c2ccc(C)cc2)C(C(=O)O)C1 (stereo unspecified)	-4	-25	-19	1	5	-8	0.49	/	-24
Cc1nn(-c2ccccc2)c2c1C1(C(=O)N(C(C)C)c3ccccc31)C(C#N)=C(N)O2 (stereo unspecified)	8	-11	-8	8	16	-10	-0.039	-2	-36
O=C(CSc1nnnn1-c1ccccc1)NC(=O)Nc1ccc2c(c1)OCCO2	38	17	-11	-11	-19	5	-0.42	0	2
Cn1ccs/c1=N\S(=O)(=O)c1ccc(Br)cc1	-22	-11	-9	9	2	2	-0.68	-15	-21
Cc1ccc(OC(=O)c2ccccc2C(=O)OCC(F)(F)C(F)F)cc1	/	-17	-3	0	4	14	0.029	3	-29
Cc1oc(-c2ccccc2)nc1Cn1cccc1C1=NC(c2ccccc2)CO1 (stereo unspecified)	-33	1	-10	-22	1	/	-0.44	1	-32
COc1ccc(NC(=S)NNC(=O)Cn2nc([N+](=O)[O-])cc2C)cc1	12	-2	-5	2	10	8	0.21	4	5
CCNC(=S)NNC(=O)c1cccnc1	-10	8	-13	/	3	-3	-0.43	10	-14
